# Screening results deposited in PubChem BioAssay by National Center for Advancing Translational Sciences (NCATS).
# KCNH2 3.1 block = KCNH2 3.1 (human) potassium channel inhibition | AID 720553 | activity change, % (tested at about 1.8 µM) | U2OS KCNH2 3.1, thallium flux FluxOr; stronger effect = lower value | actives 0.95% (n = 340,000);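 active = maximum activity change below -70%; inconclusive = maximum activity change from -70% to -50%; inactive = maximum activity change above -50%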;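 note: thallium influx rate constant from kinetic fluorescence after stimulation buffer; % is set by controls: 0 for no effect and ±100 for the full control effect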
#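 Channel expression came from 3.1 mutant virus (1.77 x 10^8 /mL) applied to suspended U2OS cells for 4 h. Flux was tracked with FluxOr dye plus Red40 quencher, and kinetic rate constants normalized to controls.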
# NPC1 prom act = activates the NPC1 promoter. actives 2.4% (n = 320,000). Huh7 NPC1 promoter luciferase reporter, 24 h. Potency, µM (top dose mostly 9.22 µM), for inactives: at the top dose activation, most hits filed as activators;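 note: potency is the fitted concentration of half-maximal effect; % of control where 0% means no effect; nearly all actives have a fitted effect of over 60% in size; reporter is driven by a mutant NPC1 promoter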
#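 Luminescence read-out of NPC1 promoter-driven luciferase in stably transfected Huh7 cells; compounds delivered in DMSO and left 24 h at 37C, 5% CO2, qHTS titration format.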
# Rab9 prom act = activates the Rab9 promoter; Potency, µM (highest dose often 9.22 µM), for the others: at the top dose activation, negative = inhibition, hits mostly activators; actives 2.8% (n = 320,000); Huh7 Rab9 promoter-luciferase reporter, luminescence, 24 h; note: potency is the fitted concentration of half-maximal effect; % of control where 0% means no effect; nearly all actives have a fitted effect of over 60% in size
#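 Quantitative HTS format; Huh7 Rab9-luciferase reporter cells (1500/well) receive compound 2 h post-plating, incubate 24 h at 37 °C, then get luciferase reagent for 10 min before luminescence reading.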
# Tb PFK inh = T. brucei PFK enzyme inhibition; O15648; actives 0.17% (n = 330,000); T. brucei PFK, ADP-Glo luminescence; AID 485367; Potency, µM (highest dose often 57.5 µM), without a hit: at the highest dose activity, negative = inhibition, actives largely listed as inhibitors;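 note: potency is the fitted concentration of half-maximal effect; 0% = uninhibited 1x PFK enzyme wells and -100% = no-enzyme wells; nearly all actives have a fitted effect of over 60% in size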
# Target sequence (O15648 whole entry, looked up): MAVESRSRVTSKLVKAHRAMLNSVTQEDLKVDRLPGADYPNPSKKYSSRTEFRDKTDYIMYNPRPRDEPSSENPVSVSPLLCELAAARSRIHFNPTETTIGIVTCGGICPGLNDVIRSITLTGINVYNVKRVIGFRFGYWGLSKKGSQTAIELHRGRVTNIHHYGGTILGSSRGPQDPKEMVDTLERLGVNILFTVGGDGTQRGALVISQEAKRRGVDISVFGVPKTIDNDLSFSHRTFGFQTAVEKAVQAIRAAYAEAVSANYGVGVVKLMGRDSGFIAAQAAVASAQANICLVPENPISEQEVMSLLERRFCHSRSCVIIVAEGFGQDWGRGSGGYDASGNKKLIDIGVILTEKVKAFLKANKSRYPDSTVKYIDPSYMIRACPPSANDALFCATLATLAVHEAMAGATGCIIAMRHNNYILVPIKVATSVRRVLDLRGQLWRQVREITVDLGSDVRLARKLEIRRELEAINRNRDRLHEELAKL
#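 In TEA buffer at pH 8.0 with 5 mM MgCl2, enzyme (1.25 nM) converted F6P (0.5 mM) and ATP (0.1 mM) for 45 min at room temperature. ADP product was read by luciferase luminescence.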
# FLuc counter = counter-screen for miR-21 project: firefly luciferase inhibitors or activators | P08659 | purified FLuc, Km substrates, luminescence inhibition | Potency, µM (top dose mostly 57.5 µM), inactives show top-dose activity change, negative = inhibition, most hits filed as inhibitors | actives 6.9% (n = 360,000);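 note: potency is the fitted concentration of half-maximal effect; plate controls were vehicle for no effect and reference inhibitor for full effect; nearly all actives have a fitted effect of over 55% in size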
# Target sequence (P08659 whole entry, looked up): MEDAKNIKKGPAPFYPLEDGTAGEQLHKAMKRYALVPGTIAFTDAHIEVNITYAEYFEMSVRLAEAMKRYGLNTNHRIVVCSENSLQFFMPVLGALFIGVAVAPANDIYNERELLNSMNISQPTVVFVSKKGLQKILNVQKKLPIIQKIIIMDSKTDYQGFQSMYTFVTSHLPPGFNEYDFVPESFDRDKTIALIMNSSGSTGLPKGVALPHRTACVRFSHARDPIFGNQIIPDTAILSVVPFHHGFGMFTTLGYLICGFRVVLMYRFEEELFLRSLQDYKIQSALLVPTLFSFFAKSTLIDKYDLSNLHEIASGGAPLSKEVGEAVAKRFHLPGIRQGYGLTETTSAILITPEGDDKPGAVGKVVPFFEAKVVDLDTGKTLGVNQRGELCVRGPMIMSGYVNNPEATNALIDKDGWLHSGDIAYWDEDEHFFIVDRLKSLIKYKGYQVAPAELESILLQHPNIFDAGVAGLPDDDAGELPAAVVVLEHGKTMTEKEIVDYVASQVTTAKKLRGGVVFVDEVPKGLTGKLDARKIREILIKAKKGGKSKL
#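 Purified P. pyralis luciferase, 10 nM final, with Km-level 10 uM D-luciferin and 10 uM ATP in 50 mM Tris acetate pH 7.5, 10 mM Mg acetate, 0.01% Tween-20, 0.05% BSA; 6-point qHTS titration about 60 µM downward; luminescence read.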
# FBPA coupling cs = inhibits coupling enzyme system, counter-screen for aldolase hits. actives 0.67% (n = 290,000). coupling enzyme system counterscreen, AmpLite Red fluorescence. activity change, negative = inhibition, % at 58.2 µM, hits read low; in the data active = activity change below about -30%; note: % is set by controls: 0 for no effect and ±100 for the full control effect
#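 Fluorescence at 525 nm excitation and 598 nm emission measured inhibition of the coupled detection system without aldolase. Compounds (at 57.5 uM final) were preincubated 10 min at room temperature with coupling enzyme reagent before a 20 min substrate/AmpLite Red step.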
# ELG1 genotoxic = inducers of genotoxicity in HEK293T ELG1-luciferase cells. actives 1.3% (n = 330,000). AID 504466. HEK293T ELG1-luciferase reporter, luminescence, 16 h. Potency, µM (titrated, usually from 46 µM), for inactives: at the top dose activity change, positive = activation, usual class: activators; note: potency is the fitted concentration of half-maximal effect; % of control where 0% means no effect; nearly all actives have a fitted effect of over 60% in size
#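 After overnight (16 hr) compound treatment at 37 °C, ELG1-luciferase HEK293T cells were lysed with ONE-Glo; luminescence quantified 30 min later at room temperature.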
# Giardia killer = Giardia lamblia killing; AID 540267; Giardia lamblia trophozoite viability; actives 0.15% (n = 340,000); activity change, % at 7.66 µM, hits read low; in the data active = activity change below about -80%; inconclusive = between about -30% and that limit;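 note: parasites exposed to compound for two days anaerobically before the ATP read; % is set by controls: 0 for no effect and ±100 for the full control effect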
#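 Viability, read as ATP luminescence: trophozoites at 100 cells/well, compound added, 48 hrs anaerobic at 37 deg C, then 15-30 min room-temperature development before reading.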
# RORg inh = ROR gamma (mouse) transcription inhibition; actives 5.4% (n = 310,000); AID 2551; P51450; Drosophila S2 Gal4-RORgamma UAS-luciferase reporter, 20 h; Potency, µM (series often up to 53.6 µM), inactives show at the top dose activity change, negative = inhibition, most hits filed as inhibitors; note: potency is the fitted concentration of half-maximal effect; % is set by controls: 0 for no effect and ±100 for the full control effect; nearly all actives have a fitted effect of over 60% in size
#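 Compounds are pin-transferred onto Drosophila Schneider cells expressing a copper-inducible Gal4–ROR gamma transactivation domain fusion. After 1 hr, copper sulfate is added to 700 uM final; luciferase is read 20 hr later.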
# Gal4-VP16 FLuc = inhibits Gal4-VP16 luciferase reporter, ROR gamma counter-screen; Drosophila S2 Gal4-VP16 UAS-luciferase, luminescence, 20 h; actives 3.5% (n = 310,000); AID 2546; Potency, µM (doses to about 53.6 µM), for inactives: at the highest dose activity, negative = inhibition, actives largely listed as inhibitors;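 note: Gal4-VP16 expression switched on by copper sulfate through the metallothionein promoter; potency is the fitted concentration of half-maximal effect; % is set by controls: 0 for no effect and ±100 for the full control effect; nearly all actives have a fitted effect of over 50% in size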
# uPA generation = blocks generation of uPA at the cell surface | cell surface uPA generation assay, qHTS | Potency, µM (titrated, usually from 38.3 µM), inactives show at the highest dose activity change, negative = inhibition, hits mostly inhibitors | actives 0.31% (n = 330,000) | AID 540303; active = well fitted inhibition curve with a large enough effect; inconclusive = small, poorly fitted or top-dose-only effect; inactive = no such curve, though single readings can be large or run the other way; tested in mouse RAW 264.7 cells; note: potency is the fitted concentration of half-maximal effect; % is set by controls: 0 for no effect and ±100 for the full control effect; nearly all actives have a fitted effect of over 55% in size
# Starred values were filed as active, the others as inactive; ? = inconclusive; . = not tested or not shown; & = joins results of further samples; [ ] = remark or other dose. Unless noted, calls come from the whole dose curve; as a rule, active = well fitted curve in the direction sought with a large enough effect; inconclusive = small, poorly fitted or top-dose-only effect, or another doubt; inactive = no such curve, though single readings can be large; an effect the other way counts as inactive or inconclusive.
# Every second line gives: KCNH2 3.1 block | NPC1 prom act | Rab9 prom act | Tb PFK inh | FLuc counter | FBPA coupling cs | ELG1 genotoxic | Giardia killer | RORg inh | Gal4-VP16 FLuc | uPA generation
Nc1cc(=O)[nH]c(SCC(=O)Nc2cccc([N+](=O)[O-])c2)n1
  -7 | -3% | -5% | -7% | -2% | -2 | -1% | 18 | 4% | -1% | 4%
COc1cc(/C=C/c2cccc[n+]2C)ccc1OCC(=O)Nc1cccc(Cl)c1
  2 | 2% | 0% | -27% | -9% | 1 | -18% | 4 | -7% | -1% | -1%
C=C(C)CN1C(=O)C(O)(CC(=O)c2ccc3c(c2)OCCO3)c2ccccc21 (stereo not given)
  -2 | -8% | 1% | 1% | -1% | -1 | 2% | 7 | -1% | 3% | -3%
CCOC(=O)Cn1c2ccccc2c2nc(C)sc21
  -12 | -2% | -4% | 11% | -2% | -2 | 4% | -10 | -9% | -17% | 2%
O=C(OCC(=O)N1CCOCC1)c1cc(F)c(F)cc1Cl
  3 | 5% | 0% | 0% | 1% | -1 | 9% | -25 | 3% | -2% | 4%
COc1ccccc1C(=O)Nc1ccc2c(c1)OCO2
  4 | ? | 2.5µM* | 0% | 13µM* | 0 | 15µM* | -11 | 9% | 4% | .
COCCn1nnnc1C(c1ccc(Cl)cc1)N1CCSCC1 (stereo not given)
  3 | -4% | 0% | -4% | 10% | 2 | 1% | 0 | 4% | -1% | 5%
O=C1C(Cl)=C(Nc2ccc(O)cc2)C(=O)c2ccccc21
  0 | -36%[inhibitor] | -46%[inhibitor] | -8% | ? | -26 | -9% | -21 | ? | ? | -2%
CC(C)(C)c1nn2cnnc2n(/N=C/c2ccccc2)c1=O
  9 | 2% | -4% | 2% | 11% | 0 | 0% | 5 | 28% | -2% | 4%
COc1ccc(C(=O)NCc2nnc(SCC(=O)Nc3cccc(C(F)(F)F)c3)o2)cc1OC
  -2 | -5% | -4% | -7% | 6% | 1 | -1% | 3 | 20% | 5% | 1%
COc1ccc(OC(C)C(=O)Nc2ccccc2C(F)(F)F)cc1 (stereo not given)
  -5 | -4% | -5% | 0% | 6% | 1 | 0% | -19 | 17% | -3% | -12%
CCNc1nc(Oc2ccc(=O)n(C)n2)nc(N2CCOCC2)n1
  3 | -1% | -2% | -3% | -1% | -2 | ? | -10 | -4% | -7% | -8%
COc1ccc(S(=O)(=O)N(C)C[C@@H]2Oc3c(NS(C)(=O)=O)cccc3C(=O)N([C@@H](C)CO)C[C@H]2C)cc1
  1 | . | . | -4% | . | . | 4% | 3 | . | . | -4%
Cc1cc(NC(=O)CC(F)(F)F)n(-c2ccccc2)n1
  . | -1% | 1% | -2% | -1% | 4 | 0% | -8 | -7% | 6% | -4%
CSc1ccc(CN(C)CC(=O)Nc2ccc(NC(C)=O)cc2)cc1
  21 | 2% | -2% | -2% | -2% | 2 | 1% | 0 | 13% | 3% | -1%
CC(=O)c1ccc(-n2nnnc2SCC(=O)N2CCc3ccccc3C2)cc1
  -8 | -8% | 10% | -2% | 2% | -13 | -3% | 16 | 118% | 0% | -4%
COc1ccc(NC(=O)CSc2nnnn2C2CC2)cc1S(=O)(=O)N1CCOCC1
  2 | -6% | -7% | -7% | . | . | 0% | -20 | . | . | 13%
CS/C(=N\S(=O)(=O)c1cccs1)NC(=O)CSc1nc2ccccc2s1
  0&2 | 5% | 13% | 1% | ? | 10 | -3% | 2&-3 | -32% | -4% | 6%&1%
Cc1ccc(C(=O)NCc2ccccc2)cc1Br
  -16 | 1% | 3% | 0% | ? | 1 | 6% | 8 | 13% | -9% | 5%
Cc1cc(C)n2nc(C(=O)Nc3nccs3)nc2n1
  -1 | ? | ? | -9% | -17% | 1 | 11% | -4 | ? | 2% | .

# Laid out differently: 4 of the compounds above
mol | KCNH2 3.1 block | NPC1 prom act | Rab9 prom act | Tb PFK inh | FLuc counter | FBPA coupling cs | ELG1 genotoxic | Giardia killer | RORg inh | Gal4-VP16 FLuc | uPA generation
CSc1ccc(CN(C)CC(=O)Nc2ccc(NC(C)=O)cc2)cc1 | 21 | 2% | -2% | -2% | -2% | 2 | 1% | 0 | 13% | 3% | -1%
CC(=O)c1ccc(-n2nnnc2SCC(=O)N2CCc3ccccc3C2)cc1 | -8 | -8% | 10% | -2% | 2% | -13 | -3% | 16 | 118% | 0% | -4%
COc1ccc(NC(=O)CSc2nnnn2C2CC2)cc1S(=O)(=O)N1CCOCC1 | 2 | -6% | -7% | -7% | . | . | 0% | -20 | . | . | 13%
CS/C(=N\S(=O)(=O)c1cccs1)NC(=O)CSc1nc2ccccc2s1 | 0&2 | 5% | 13% | 1% | ? | 10 | -3% | 2&-3 | -32% | -4% | 6%&1%

# Single records (already shown). Values in the order: KCNH2 3.1 block, NPC1 prom act, Rab9 prom act, Tb PFK inh, FLuc counter, FBPA coupling cs, ELG1 genotoxic, Giardia killer, RORg inh, Gal4-VP16 FLuc, uPA generation
# Entry for `COc1ccc(OC(C)C(=O)Nc2ccccc2C(F)(F)F)cc1` (stereo not given) : -5, -4%, -5%, 0%, 6%, 1, 0%, -19, 17%, -3%, -12%
# Entry for `COc1ccc(C(=O)NCc2nnc(SCC(=O)Nc3cccc(C(F)(F)F)c3)o2)cc1OC` : -2, -5%, -4%, -7%, 6%, 1, -1%, 3, 20%, 5%, 1%

# (next part)
# Every second line gives: KCNH2 3.1 block | NPC1 prom act | Rab9 prom act | Tb PFK inh | FLuc counter | FBPA coupling cs | ELG1 genotoxic | Giardia killer | RORg inh | Gal4-VP16 FLuc | uPA generation
COc1ccc(N(CC(=O)NCCc2cccc(C)c2)S(=O)(=O)c2c(C)noc2C)cc1
  10 | -17% | 3% | 0% | 1%&-11% | . | -5% | -2 | 15% | -13% | 2%
CN(C)c1ccc(NC(=O)CN2CCN(CC(=O)Nc3ccc(F)cc3)CC2)cc1
  -47 | -1% | -1% | 4% | ? | 1 | 13% | -7 | 34% | -9% | 0%
O=[N+]([O-])c1ccc(/C=C/c2ccncc2)cc1
  1 | ? | ? | 4% | ? | 0 | ? | -18 | 30% | -3% | -14%
S=C(Nc1ccc(Cl)cc1)NC1CC2CCC(C1)N2Cc1ccccc1 (stereo not given)
  -42 | -3% | 0% | 0% | -2% | 0 | -13% | 2 | 4µM* | ? | -3%
COc1ccccc1NS(=O)(=O)c1cccc(NC(=O)c2nc3nc(C)cc(C)n3n2)c1
  -15 | -3% | -3% | -1% | 2% | 5 | 0% | -7 | 5% | -10% | 2%
O=C1CC(N2CCOCC2)C(=O)N1c1ccccc1Cl (stereo not given)
  -3 | 1% | 1% | 2% | 1% | 4 | 1% | -9 | -16% | -8% | .
O=C(CSc1nccn1Cc1ccccc1)Nc1nccs1
  1 | 23% | 20% | -3% | ? | 5 | ? | 7 | 1% | 5% | 2%
COc1ccc(C(=O)NNC(=O)Cc2ccc(Cl)cc2)cc1
  0 | -1% | -3% | -21% | 1% | 4 | -3% | 4 | 17% | 4% | -3%
CCOc1ccccc1C(=O)NCC(=O)NCC1CCCCC1
  4 | -3% | 3% | 2% | 0% | 3 | 4% | -13 | -1% | -13% | 0%
O=C(NCc1cccs1)C1CCCN1C(=O)NC1CCCCC1 (stereo not given)
  5 | 23% | 0% | 1% | 0% | -1 | 3% | 4 | -5% | 18% | 8%
O=C(CCCC(=O)OCC(F)(F)C(F)F)Nc1nccs1
  15 | 4% | 3% | -6% | 5% | 0 | ? | -3 | 4% | 3% | 12%
O=C(CCc1nnc(Cc2ccc(-c3ccccc3)cc2)o1)NCCc1ccccn1
  -8 | 0% | 0% | -3% | ? | 5 | 1% | 15 | 20% | 10% | 3%
CCN(C(=O)CSc1ncnc2sc(C)c(C)c12)C1CCS(=O)(=O)C1 (stereo not given)
  12 | 0% | 2% | -7% | -4% | -6 | -8% | 15 | -9% | -26% | -8%
O=C(CN1CCCCC1)Nc1ccc(NC(=O)c2ccccc2Cl)cc1Cl
  -9 | -3% | -7% | 0% | ? | 8 | -3% | -9 | 30% | 1% | -2%
COC(=O)c1ccc(Cl)c(NC(=O)CN2CCN(Cc3ccccc3)CC2)c1
  1 | -1% | -5% | 0% | 1% | -1 | -3% | 19 | -23% | 5% | -2%
COc1ccc(/C=C2\N=C(C)OC2=O)cc1OC
  -5 | 0% | 2% | 4% | 1% | 2 | 1% | 29 | 7% | -2% | -7%

# Compounds were not picked by outcome. Share with any hit: about 14%.
